Screens as filed in PubChem BioAssay.
DT40 TDP1 CPT: DT40-hTDP1 cell growth loss with CPT | chicken DT40 Tdp1-/-;hTDP1 cells + 20 nM CPT, ATP luminescence, 48 h | Potency, µM (top dose mostly 46.2 µM), inactives show top-dose activity change, negative = growth inhibition, hits mostly inhibitors | hit rate 12% among 420,000 | AID 686979; also: nearly all actives have a fitted effect of over 55% in size
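Chicken DT40 Tdp1-/- cells stably complemented with human TDP1 were seeded at 400 cells/well in medium containing 20 nM camptothecin, exposed to pin-transferred compounds, and grown at 37 °C for at least 48 hr. Viability was read as ATP luminescence.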
GCN5L2 inh: blocks human GCN5L2 histone acetyltransferase. Q92830. GCN5L2 HAT assay, ThioGlo1 CoA-SH fluorescence. Potency, µM (highest dose often 58.9 µM), for inactives: at the top dose activity change, negative = inhibition, most hits filed as inhibitors. hit rate 0.21% among 390,000. AID 504327
Target sequence (Q92830 whole entry, looked up): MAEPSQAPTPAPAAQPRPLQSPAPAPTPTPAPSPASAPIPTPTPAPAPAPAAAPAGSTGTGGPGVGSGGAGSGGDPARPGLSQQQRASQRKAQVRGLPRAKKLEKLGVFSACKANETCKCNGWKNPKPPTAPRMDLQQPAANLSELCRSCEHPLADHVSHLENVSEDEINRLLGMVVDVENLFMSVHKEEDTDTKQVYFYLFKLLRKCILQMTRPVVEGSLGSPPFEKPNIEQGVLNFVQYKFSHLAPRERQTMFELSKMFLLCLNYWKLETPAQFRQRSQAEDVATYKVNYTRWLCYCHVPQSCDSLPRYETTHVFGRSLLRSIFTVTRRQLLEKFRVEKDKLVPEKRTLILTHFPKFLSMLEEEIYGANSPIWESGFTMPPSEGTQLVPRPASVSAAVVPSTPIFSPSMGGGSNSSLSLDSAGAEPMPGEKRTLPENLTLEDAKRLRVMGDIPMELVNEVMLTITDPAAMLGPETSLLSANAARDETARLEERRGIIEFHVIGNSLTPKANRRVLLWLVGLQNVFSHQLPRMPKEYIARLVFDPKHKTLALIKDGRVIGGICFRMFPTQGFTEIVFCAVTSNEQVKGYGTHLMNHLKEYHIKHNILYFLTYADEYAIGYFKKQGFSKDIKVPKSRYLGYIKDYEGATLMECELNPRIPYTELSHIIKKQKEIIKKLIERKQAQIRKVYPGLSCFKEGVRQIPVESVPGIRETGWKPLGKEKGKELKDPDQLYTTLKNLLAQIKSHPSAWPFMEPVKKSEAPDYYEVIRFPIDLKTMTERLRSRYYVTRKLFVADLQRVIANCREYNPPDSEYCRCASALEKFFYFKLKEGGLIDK
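GCN5L2 (20nM final) in 50mM HEPES, 0.1mM EDTA pH 7.5, 0.01% Tween-20 was preincubated 15 min at room temperature with compound, then given ThioGlo1 (50uM), H3(1-25) peptide (75uM) and acetyl-CoA (70uM); CoA-thiol fluorescence (Ex340/Em540) was read at 0 and 20 min.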
DT40 TDP1 no CPT: qHTS for Inhibitors of human tyrosyl-DNA phosphodiesterase 1 (TDP1): qHTS in cells in absence of CPT; DT40 Tdp1-/- hTDP1 cells, no CPT, ATP luminescence, 48 h; Potency, µM (series often up to 46.2 µM), for inactives: at the top dose activity change, negative = growth inhibition, usual class: inhibitors; hit rate 15% among 420,000; AID 686978, 2013; also: nearly all actives have a fitted effect of over 55% in size
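Luminescent ATP content (CellTiter-Glo) served as the growth readout. Knockout chicken DT40 cells expressing human TDP1 were exposed to compounds without camptothecin for a minimum 48 hr at 37 °C.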
* marks the source's active call; other numbers are inactive results; ? = inconclusive; · = not tested or not shown; & = joins results of further samples; ! = a repeat was not active; [ ] = another dose, or the depositor's remark. Calls follow the shape of the dose curve; as a rule, active = well fitted curve in the direction sought with a large enough effect; inconclusive = small, poorly fitted or top-dose-only effect, or another doubt; inactive = no such curve, though single readings can be large; an effect the other way counts as inactive or inconclusive. % is scaled to controls: 0 for no effect and ±100 for the full control effect; potency is read from the fitted curve at half-maximal effect. Some of the compounds tested; rates above refer to the full screens.

#1 COc1ccc2c(c1)CCc1c(C(=O)NCc3ccc(Cl)cc3)noc1-2
#2 O=C1CC2(CCCCC2)Oc2ccc(OCC(=O)N3CCOCC3)cc21
#3 CC1CCCCN1CCNC(=O)c1ccc(Cn2c(SCc3ccccc3)nc3cccnc32)cc1 (stereo unspecified)
#4 O=C(CSc1nc2ccccc2c(=O)n1CCCN1CCOCC1)Nc1ccc2c(c1)OCO2
#5 CCCSc1nc(C)c2cc(C)cc(C)c2n1
#6 CCC(=O)Nc1nnc(-c2ccco2)o1
Assay by compound | 1 | 2 | 3 | 4 | 5 | 6
DT40 TDP1 CPT | 0% | -15% | ? | 5% | -17% | 2%
GCN5L2 inh | 0% | -17% | -3% | 0% | -7% | -3%
DT40 TDP1 no CPT | -12% | -23% | ? | 1% | -14% | -12%

#7 CC1CN(S(=O)(=O)c2ccc(NC(=O)CCN3C(=O)c4ccccc4C3=O)cc2)CC(C)O1 (stereo unspecified)
#8 COc1cc(CC(=O)Nc2nc(-c3ccc(F)c(F)c3)cs2)cc(OC)c1OC
#9 CC(C)(C)[C@@H]1CCC(=O)N(CC[C@H](N=[N+]=[N-])c2ccccc2)CC1
#10 CC[n+]1c(C)n(-c2ccccc2)c2ccc(NC(C)=O)cc21
#11 CCOc1ccc(S(=O)(=O)NCc2ccccc2Cl)cc1C(N)=O
#12 COc1cc2cc(CCOC(=O)c3ccc(F)cc3)oc(=O)c2cc1OC
Assay by compound | 7 | 8 | 9 | 10 | 11 | 12
DT40 TDP1 CPT | 6% | 7.3µM* | ? | 6.5µM* | ? | -16%
GCN5L2 inh | -10% | -6% | -3% | -21% | -6% | -4%
DT40 TDP1 no CPT | 7% | 5.8µM* | 18µM* | 2.6µM* | ? | -2%

#13 CC(C)NC(=O)CC(=O)N/N=C/c1ccc(Br)cc1
#14 CC(=C1C(=O)c2ccccc2C1=O)N1CCC(C(N)=O)(N2CCCCC2)CC1
#15 OC[C@@H]1CN(CCNc2ccccc2)C[C@H](n2cnc3c(NCc4ccncc4)ncnc32)O1
#16 Cc1c2c(nc3c(C(=O)NC4CCCC4)cnn13)CCCC2
#17 CN1CCC(N(C)CC(=O)Nc2ccccc2N2CCOCC2)CC1
#18 Cc1nnc(C)c2c(C)n(-c3ccccc3)c(C)c12
Assay by compound | 13 | 14 | 15 | 16 | 17 | 18
DT40 TDP1 CPT | 6% | 2% | -26% | -7% | -26% | 23µM*
GCN5L2 inh | 0% | 5% | · | 1% | 4% | 2%
DT40 TDP1 no CPT | -10% | -15% | -7% | -23% | -11% | 23µM*

#19 C#CCOC(=O)c1ccccc1C(=O)O
#20 O=C(Nc1ccccn1)c1ccc(Cl)c(S(=O)(=O)N2CCCCCC2)c1
#21 COc1ccc(S(=O)(=O)N2CCCOC2CNC(=O)C(=O)NCc2ccco2)cc1 (stereo unspecified)
#22 COc1ccc(-n2nc(C(=O)NCC(=O)NC(C)C)c3ccccc3c2=O)cc1OC
#23 Cc1ccc2cc(CCNC(=O)c3cccc([N+](=O)[O-])c3)c(=O)[nH]c2c1C
#24 CC(=O)c1sc(NC(=O)CS(=O)(=O)c2ccc(F)cc2)nc1C
Assay by compound | 19 | 20 | 21 | 22 | 23 | 24
DT40 TDP1 CPT | 7% | ? | 3% | -2% | 23µM* | 13%
GCN5L2 inh | -2% | -5% | -11% | -9% | -4% | 3%
DT40 TDP1 no CPT | 0% | ? | 2% | -21% | 16µM* | -5%

#25 COc1ccc(Cl)cc1NC(=O)Cn1c(=O)n(Cc2cccs2)c(=O)c2cccnc21
#26 CC(C)OC(=O)C1C2C=CC3(CN(Cc4cccs4)C(=O)C13)O2 (stereo unspecified)
#27 CCOC(=O)c1sc(NC(=O)C2c3ccccc3Oc3ccccc32)c(C(=O)OCC)c1C
#28 COc1cc(OC)c(OC)cc1CN1CCC(O)CC1
#29 CCc1cc(C=C(Cl)Cl)oc(=O)c1C
#30 COc1cccc(C(=O)C(C#N)=C(SC)SC)c1
Assay by compound | 25 | 26 | 27 | 28 | 29 | 30
DT40 TDP1 CPT | ? | -2% | -15% | 7% | -15% | 2.6µM*
GCN5L2 inh | -7% | 0% | ? | 2% | -3% | -4%
DT40 TDP1 no CPT | 18µM* | -16% | -15% | 2% | -10% | 2.3µM*

#31 CCCCN(C(=O)C1CC(=O)N(Cc2ccc(C)cc2)C1)c1c(N)n(CCCC)c(=O)[nH]c1=O (stereo unspecified)
#32 CC(C)(CSc1ncccn1)NS(=O)(=O)c1ccccc1
#33 Cc1cc([N+](=O)[O-])ccc1NC(=O)c1ccco1
#34 Cc1cc(C)cc(NC(=O)[C@H]2O[C@@H]3OC(C)(C)O[C@@H]3[C@H]3OC(C)(C)O[C@H]32)c1
#35 Cc1ccc2nc(C)cc(N/N=C/c3ccc(F)cc3)c2c1
#36 Cc1nn(-c2ccccc2)c(Cl)c1C(=O)Nc1c(C)n(C)n(-c2ccccc2)c1=O
Assay by compound | 31 | 32 | 33 | 34 | 35 | 36
DT40 TDP1 CPT | -5% | -3% | 25% | -8% | -1% | -18%
GCN5L2 inh | -5% | -12% | -1% | -5% | 4% | 24%
DT40 TDP1 no CPT | -6% | -10% | -3% | ? | -18% | -14%

#37 COc1ccc(C(=O)Nc2cccnc2Cl)cc1OC
#38 O=C(Nc1ccc(S(=O)(=O)NC2=NCCCCC2)cc1)c1cc(S(=O)(=O)N2CCOCC2)ccc1F
#39 COc1ccc(-c2nc(CN3CCC(C(=O)NC4CCN(Cc5ccccc5)CC4)CC3)c(C)o2)cc1OC
#40 N=C(N)c1ccccc1
#41 Oc1ccccc1-n1nc2ccc3nonc3c2n1
#42 NC(c1ccccc1)c1csc(NC(=O)Nc2cccc(Cl)c2)n1 (stereo unspecified)
Assay by compound | 37 | 38 | 39 | 40 | 41 | 42
DT40 TDP1 CPT | 2% | -3% | -26% | -5%&3% | 9% | ?
GCN5L2 inh | -5% | -2% | -1% | 4%&-19% | -1% | ·
DT40 TDP1 no CPT | 13% | -15% | -26% | -8%&26% | 25% | ?

#43 CC(=O)N1C(C)(C)CC(=NOC(=O)c2ccc(C)cc2)CC1(C)C
#44 COc1ccc(NC(=O)CC(C)C)c([N+](=O)[O-])c1
#45 COc1ccc(S(=O)(=O)n2nc(OCc3cccs3)cc2N)cc1
#46 O=C(NCCCN1CCOCC1)c1nn(-c2ccccc2)c(=O)c2ccccc12
#47 Cc1ccc(N2C(=O)c3sc4nnc(C)c(=O)n4c3C2=O)cc1
#48 O=C(Nc1ccc(Cl)cc1)c1cccnc1N1CCCCC1
Assay by compound | 43 | 44 | 45 | 46 | 47 | 48
DT40 TDP1 CPT | 9% | -3% | ? | 15% | -24% | -21%
GCN5L2 inh | -3% | 19% | 1% | -7% | 0% | -5%[0.501 µM]
DT40 TDP1 no CPT | -3% | -25% | -25% | 10% | -5% | ?

#49 CC1(C(=O)Nc2ccc3c(c2)OCCO3)CCC(=O)N1CC(F)(F)F (stereo unspecified)
#50 Cc1cc(C)c(S(=O)(=O)Cc2ccccc2)c(OC(C)C)n1
#51 COC(=O)C1=C(C)N(c2ccc(OC)cc2)C(=O)/C1=C\c1cccs1
#52 CC(C)(C)NC(=O)NC(=O)COC(=O)c1cccc(OC(F)F)c1
#53 CCc1ccc(NC(=O)c2cc(S(=O)(=O)N3CCCC3)c[nH]2)cc1
#54 O=C(CCN1CCCCC1)c1cccc(Cl)c1
Assay by compound | 49 | 50 | 51 | 52 | 53 | 54
DT40 TDP1 CPT | -9% | -28% | -30% | -9% | ? | 21µM*
GCN5L2 inh | · | 2% | -4% | -3% | -1% | ·
DT40 TDP1 no CPT | 5% | -12% | -12% | -6% | 23µM* | ?

#55 CCN(CC)C(=O)Cn1c(=O)n(CCCCCC(=O)NCc2ccccc2Cl)c(=O)c2sccc21
#56 Cc1ccc(NC(=O)c2cccc(S(=O)(=O)N3CCN(c4ccccc4)CC3)c2)nc1
#57 Cc1ccc(S(=O)(=O)N(C)C)cc1NC(=O)CSc1ncc(C(F)(F)F)cc1Cl
#58 CC(=O)CSc1ncnc2sc3c(c12)CCC3
#59 Cc1sc2c(c1C)c(=O)n(CCc1ccccc1)c(=O)n2Cc1ccc(C(C)(C)C)cc1
#60 Cc1ccc(S(=O)(=O)CCC(=O)Nc2cc(Cl)ccc2-n2cncn2)cc1
Assay by compound | 55 | 56 | 57 | 58 | 59 | 60
DT40 TDP1 CPT | -19% | 21µM* | ? | ? | 6% | ?
GCN5L2 inh | 4% | -7% | -2% | -9% | -8% | ?
DT40 TDP1 no CPT | -10% | 21µM* | ? | -24% | -13% | ?

#61 CCOc1ccccc1CNC(=O)CCn1ccc2cc(S(=O)(=O)N3CCC(C)CC3)ccc21
#62 Cc1nnc(SCCn2c(N3CCCCC3)nc3c2c(=O)n(C)c(=O)n3C)s1
#63 Cc1cccc(/C=N/NC(=O)c2ccncc2)n1
#64 CC1(C)CC(=O)C2=C(C1)OC(N)=C(C#N)[C@@]21C(=O)N(CC(N)=O)c2ccccc21
#65 C/C(=N\NC(=O)Cn1ccc(C(F)(F)F)n1)c1ccc(N2CCOCC2)cc1
#66 Cc1ccc(C)c(CNC(=O)c2sc3ncnc(N(C)C4CCCCC4)c3c2C)c1
Assay by compound | 61 | 62 | 63 | 64 | 65 | 66
DT40 TDP1 CPT | 9.2µM* | -26% | 9% | -1% | -16% | 23µM*
GCN5L2 inh | -8% | · | 11% | -1% | -1% | -11%
DT40 TDP1 no CPT | 12µM* | ? | -18% | -3% | -14% | ?

#67 COc1ccccc1Sc1ccccc1/C=N/NC(N)=O
#68 O=C(CN1CCN(S(=O)(=O)c2ccc(F)cc2)CC1)Nc1ccccc1F
#69 Cc1cccc(CNc2ncncc2-c2ccccc2CN(C)C)c1
#70 O=C(NCC1CCC(C(=O)O)CC1)OCc1ccccc1 (stereo unspecified)
#71 O=S(=O)(c1ccccc1)c1nnn2c1nc(N1CCN(c3ccccc3)CC1)c1cc(Cl)ccc12
#72 COc1cccc(CC2(CO)CCCN(C(=O)c3cc[n+]([O-])cc3)C2)c1 (stereo unspecified)
Assay by compound | 67 | 68 | 69 | 70 | 71 | 72
DT40 TDP1 CPT | -23% | ? | -4% | 5% | -2% | 21%
GCN5L2 inh | -2% | -2% | -2% | -15% | -4% | -15%
DT40 TDP1 no CPT | ? | ? | -12% | 0% | 3% | -29%

#73 COc1ccc(CN2CCC(n3nccc3NC(=O)c3ccc4c(c3)OCO4)CC2)cc1C
#74 OCc1cn(-c2ccccc2)nc1-c1ccco1
#75 Cc1cccc(S(=O)(=O)N[C@@H]2CC[C@@H](CCNS(=O)(=O)c3ccccc3F)O[C@@H]2CO)c1
#76 O=C(COC(=O)C1CC(=O)N(Cc2ccco2)C1)c1ccc(OC(=O)c2ccco2)cc1 (stereo unspecified)
#77 COc1cc2[nH]c3ccccc3c2cc1C
#78 O=C(CCl)Nc1cccc(-c2cnc3ccccc3n2)c1
#79 Cc1ccc(S(=O)(=O)N2CCN(C(=O)CCn3nc(C)c(C)c3C)CC2)cc1C
#80 Cc1ccc(-c2nc(NC(=O)CSc3ccc4ccccc4n3)ns2)cc1
#81 CC(C)c1ccccc1NC(=S)N1CCN(S(=O)(=O)c2cccs2)CC1
Assay by compound | 73 | 74 | 75 | 76 | 77 | 78 | 79 | 80 | 81
DT40 TDP1 CPT | -18% | ? | ? | -16% | -12% | 2.9µM* | -5% | 15µM*! | 5%
GCN5L2 inh | -23% | -6% | · | ? | ? | 0% | -3% | -4%&1% | -1%
DT40 TDP1 no CPT | -17% | -29% | -29% | -5% | -5% | 2.3µM* | -17% | ? | 6%
